Screens: PubChem, several laboratories
DTT redox prof: compounds producing H2O2 with reducing agent – biochemical, NIH compound library profiling, artefact control for MLSCN library redox annotation, primary screen | DTT-dependent redox cycling H2O2, phenol red/HRP absorbance; 100% = 100 µM peroxide control, 0% = buffer | activation, % at 10 µM | actives 0.03% (n = 200,000) | AID 878;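 active means activation of at least 50% relative to the plate's high and low controls in the primary single-dose screen; inactive means activation below 50%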;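 further: compound incubated with DTT at 0.8 mM final as the reducing agent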
TLR4-MyD88 BLA: inhibitors of human TLR4-MyD88 binding; O00206+Q99836; HeLa CL3-4 TLR4/MyD88 BLA complementation, FRET ratio; inhibition, % at 8.4 µM; actives 0.18% (n = 200,000); in the data active means inhibition above about 25%;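 further: 0% = vehicle and 100% = reference inhibitor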
Diaph inh CS: diaphorase inhibition or chemical oxidation counter-screen. inhibition, % at 20 µM. diaphorase resazurin-to-resorufin fluorescence, NADH, 16 min; bacterial (C. kluyveri) enzyme, not human. actives 0.69% (n = 190,000);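 active means primary screen inhibition at 20 µM above a set limit, cut at about 50% in these data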;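 further: plate controls were DMSO with full reaction for no effect and wells lacking NADH for full effect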
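Detection: fluorescence of resorufin formed from resazurin, Ex 544/Em 590 nm; test system: Clostridium kluyveri diaphorase enzyme; amount: 0.14 U/mL diaphorase, enzyme working solution; times: 16-min room-temperature incubation before reading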
G6PDH CS: inhibits Leuconostoc G6PDH, flagging false hits in G6PDH-based assays; Purified L. mesenteroides G6PDH, diaphorase/resazurin coupled fluorescence, 45 min; inhibition, % at 5 µM; actives 0.12% (n = 200,000)
L major viab: Leishmania major promastigote growth inhibition | Leishmania major promastigotes, resazurin fluorescence viability | inhibition, % at 10 µM | actives 9% (n = 200,000);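 further: promastigotes grown with compound for 44 hours at 28 °C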
PMI act hi M6P: increases human PMI activity with near-saturating mannose 6-phosphate. activation factor at 20 µM. actives 0.34% (n = 190,000). P34949. coupled PMI enzyme assay, resazurin fluorescence, 20 min; hits give high values; 1 = untreated enzyme, 0 = substrate-free blank. AID 1216;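 active means activation factor of 2 or more at 20 µM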
Target sequence (P34949 whole entry, looked up): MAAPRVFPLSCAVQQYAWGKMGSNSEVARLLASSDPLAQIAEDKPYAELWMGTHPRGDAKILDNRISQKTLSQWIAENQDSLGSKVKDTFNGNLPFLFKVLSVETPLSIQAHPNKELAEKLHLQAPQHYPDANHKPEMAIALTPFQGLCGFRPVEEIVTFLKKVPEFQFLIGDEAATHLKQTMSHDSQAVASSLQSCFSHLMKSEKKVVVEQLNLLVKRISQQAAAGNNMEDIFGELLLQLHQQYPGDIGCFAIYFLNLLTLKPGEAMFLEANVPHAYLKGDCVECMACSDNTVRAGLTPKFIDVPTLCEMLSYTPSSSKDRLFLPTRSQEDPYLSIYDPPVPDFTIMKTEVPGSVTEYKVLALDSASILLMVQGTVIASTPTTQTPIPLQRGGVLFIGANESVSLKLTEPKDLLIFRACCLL
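Material: human phosphomannose isomerase with PGI, G6PDH, diaphorase coupling enzymes; amount: PMI at 15 ng/mL final; also added: Mannose-6-phosphate 1.0 mM (near-saturating) plus 0.22 mM NADP+; incubation: enzyme reaction with compound 20 min at room temperature; signal: resorufin fluorescence (Ex 544/Em 590 nm) from resazurin via diaphorase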
Diaph act CS: diaphorase activation or chemical reduction counter-screen | Diaphorase/resazurin coupled assay, resorufin fluorescence, 16 min; hits give high values; 1 = vehicle wells, 0 = NADH-free wells | activation factor at 20 µM | actives 0.005% (n = 190,000);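 active means diaphorase activity raised at least twofold by the compound at 20 µM; inactive means activation factor below 2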
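Assay system: bacterial diaphorase enzyme (C. kluyveri) / Input: enzyme 0.07 U/mL final / Medium: 50 mM HEPES pH 7.4 with 4.542 mM MgCl2, 0.005% Tween 20 / Doses: single compound dose of 20 µM, 1% DMSO final / Incubation: 16 min enzyme reaction, ambient temperature / Signal: fluorescence, excitation 544 nm and emission 590 nm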
Hsp70 act: transcriptional activators of Hsp70; HeLa Hsp70 promoter luciferase reporter, luminescence; scaled: vehicle 0, proteasome-inhibitor control 100%; activation, % at 10 µM; actives 0.04% (n = 200,000); AID 1203;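 active means activation above the mean across all tested compounds plus 3 SD, cutoff set per campaign, cut at about 5.5% in these data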;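 further: 100% = MG132 at 30 µM as the positive control and 0% = DMSO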
PMI activator: activators of human phosphomannose isomerase. purified human PMI, coupled resazurin fluorescence, 20 min; hits give high values; 1 = vehicle control, 0 substrate-free wells. activation factor at 20 µM. P34949. actives 0.005% (n = 190,000). AID 1214;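 active means activation factor of 2 or more at 20 µM, relative to plate controls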
RAM network inh: inhibitors of the yeast RAM network; S. cerevisiae dse1pr::URA3 reporter, 5-FOA growth OD615, 2 d; analog-sensitive cbk1-as2 kinase mutant strain; inhibition, % at 50 µM; actives 1.8% (n = 190,000);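 active means inhibition above a set limit, 3 SD over mean compound inhibition, cut at about 8.4% in these data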;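 further: 0% = DMSO-only wells with no growth and 100% = 10 µM 1-NA-PP1 full growth; inhibition rescues growth on 5-FOA so higher OD means more RAM inhibition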
S1P3 antag: antagonists of human S1P3 receptor | actives 0.27% (n = 170,000) | AID 485 | CHO S1P3 NFAT-BLA reporter, FRET fluorescence, antagonist mode | inhibition, % at 4.98 µM | Q99500;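 active means inhibition above the plate cutoff, the mean inhibition of test wells on that plate plus 3 SD, cut at about 28% in these data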;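 further: cells challenged with S1P at its EC80 of 0.8 µM; blue over green emission ratio from cleaved BLA substrate after 4 h stimulation; 0% = S1P-stimulated wells and 100% = unstimulated DMSO-only wells; some compounds past the cut are filed as inactive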
Target sequence (Q99500 whole entry, looked up): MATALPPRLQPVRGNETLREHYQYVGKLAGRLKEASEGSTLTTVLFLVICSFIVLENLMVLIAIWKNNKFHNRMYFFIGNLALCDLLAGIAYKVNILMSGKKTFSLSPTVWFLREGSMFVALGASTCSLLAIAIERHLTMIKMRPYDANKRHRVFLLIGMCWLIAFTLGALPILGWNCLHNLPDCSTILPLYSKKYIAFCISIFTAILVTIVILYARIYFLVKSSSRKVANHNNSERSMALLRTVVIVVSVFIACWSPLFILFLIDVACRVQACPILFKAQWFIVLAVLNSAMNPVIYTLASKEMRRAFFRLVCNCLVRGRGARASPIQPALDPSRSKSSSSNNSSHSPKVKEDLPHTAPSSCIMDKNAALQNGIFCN
* = called active by the depositor; / = not tested or not shown. Unless noted, no stated cut-off is given here; in the data, active means inhibition above about 50%; inactive means the rest. Not all compounds are listed; count on the stated rates, not on these rows.

| cpd | Molecule | DTT redox prof | Hsp70 act | PMI act hi M6P | Diaph inh CS | TLR4-MyD88 BLA | S1P3 antag | RAM network inh | G6PDH CS | PMI activator | L major viab | Diaph act CS |
| --- | --- | --- | --- | --- | --- | --- | --- | --- | --- | --- | --- | --- |
| 1 | Cc1ccsc1C(=O)C1CCCN(Cc2ccc(-n3cccn3)cc2)C1 (configuration not stated) | 0.0 | -0.3 | 1 | 20 | -3 | 12 | 0.4 | 10 | 1 | -1 | 0.8 |
| 2 | Cc1ccc(-c2nc3ccccc3c(=O)n2-n2cccc2)cc1 | 0.2 | 0.2 | 1 | 8 | 12 | -8 | 6.3 | 0 | 1.1 | -1 | 0.9 |
| 3 | CSc1ncc(CN2CCCC(C(=O)c3cccc(Cl)c3)C2)cn1 (configuration not stated) | -0.9 | -0.3 | 1 | 7 | 10 | -7 | -0.6 | 1 | 1 | 82* | 0.9 |
| 4 | O=C(CN1CCCCC1)c1ccc(OC(F)F)cc1 | 0.6 | -0.4 | 1.2 | 6 | -7 | -1 | -0.5 | -10 | 1.2 | 0 | 0.9 |
| 5 | O=C1NC(=O)N(Cc2ccco2)C(=O)/C1=C\c1cccn1CCOc1ccc(Cl)cc1 | 0.1 | 0.1 | 1.1 | 22 | -2 | -7 | 4.6 | -16 | 0.9 | -5 | 0.8 |
| 6 | O=P1(NCc2ccco2)COc2ccccc2OC1 | 8.9 | -0.3 | 1 | -6 | -18 | -2 | 3.0 | 4 | 1 | -5 | 1.1 |
| 7 | OC12CCCCC1C(c1ccccc1)NCC2 (configuration not stated) | 1.5 | -0.1 | 1 | 15 | 0 | / | 1.4 | 16 | 1 | 11 | 0.8 |
| 8 | O=c1[nH]c(=O)n(Cc2ccco2)c(O)c1C=NCc1ccc2c(c1)OCO2 | -0.4 | -0.1 | 1.1 | -1 | -11 | / | -1.1 | 2 | 1.1 | -1 | 1 |
| 9 | CCOC(=O)C(O)(c1ccc(NC(=O)NC2CCCCC2)cc1)C(F)(F)F (configuration not stated) | 0.1 | 0.5 | 1 | 8 | -7 | / | 1.0 | 8 | 1.1 | -2 | 0.9 |
| 10 | CN1CCC(O)(c2ccccc2)C(C(=O)c2ccccc2)C1 (configuration not stated) | -0.7 | -0.2 | 1 | 9 | 0 | 10 | 0.0 | 6 | 0.9 | 50 | 0.9 |
| 11 | CCC(=O)N1CC(=O)Nc2ccc(Cl)cc2C1c1ccc(F)cc1 (configuration not stated) | -0.1 | 0.1 | 1.1 | -8 | 11 | 9 | 2.0 | 4 | 1 | 34 | 1.1 |
| 12 | CC1(C)C[C@H]2C=C(C=O)[C@]3(C=O)C[C@]3(C)[C@H]2C1 | 0.2 | -0.3 | 1.1 | 1 | 2 | 0 | -2.4 | 1 | 1.1 | 84* | 1 |
| 13 | Cc1ccc2ccccc2c1NC(=O)CNC1CCCCC1 | 3.3 | 0.0 | 1.1 | 6 | -3 | / | 0.5 | -1 | 1 | -2 | 0.9 |
| 14 | COP(=O)(OC)C(NC(C)=O)C(Cl)(Cl)Cl (configuration not stated) | 0.0 | 3.9 | 1.2 | 1 | 6 | -11 | -0.8 | 1 | 1.2 | -6 | 1 |
| 15 | Cc1ccc(NC(=S)NCCc2cnc[nH]2)cc1C | 0.3 | 0.1 | 1.1 | -13 | 18 | -16 | 1.7 | -4 | 1.1 | 5 | 1.1 |
| 16 | COC(=O)C1=Nc2ccccc2/C1=C\c1c(O)n(-c2cc(OC)ccc2OC)c(=O)[nH]c1=O | -0.1 | -0.1 | 1 | 12 | 0 | 4 | -0.3 | 2 | 1 | -8 | 0.9 |
| 17 | COc1ccccc1N1CCN(Cc2ccc(Br)s2)CC1 | -1.7 | -0.2 | 0.9 | 24 | -3 | 40 | -0.1 | -17 | 0.9 | -11 | 0.8 |
| 18 | CC(=O)N1CCN(c2ccc([N+](=O)[O-])cc2C=C2C(=O)NC(=O)NC2=O)CC1 | -0.2 | -0.3 | 1 | 18 | 9 | -6 | 1.0 | 4 | 0.9 | -2 | 0.8 |
| 19 | CCc1ccc(-n2c(O)c(/C=N/N3CCCCC3c3cccnc3)c(=O)[nH]c2=O)cc1 (configuration not stated) | -0.2 | 0.1 | 1 | 17 | 1 | -2 | 0.6 | -5 | 0.9 | -3 | 0.8 |
| 20 | COc1cc2c(cc1/C=C/[N+](=O)[O-])OCO2 | 0.6 | 2.7 | 0.7 | 14 | 13 | -3 | -1.2 | 14 | 0.9 | 100* | 0.9 |
| 21 | CC[n+]1c(/C=C/N(C)c2ccccc2)sc2ccc(Cl)cc21 | -3.1 | -0.5 | 0.9 | 7 | 12 | / | 0.9 | 9 | 0.9 | 100* | 0.9 |
| 22 | Cc1cc(OCC(=O)NC2CCS(=O)(=O)C2)c2c3c(c(=O)oc2c1)CCC3 (configuration not stated) | -2.6 | 0.0 | 0.9 | 24 | 15 | / | 0.7 | 5 | 0.9 | 7 | 0.8 |
| 23 | CN1CCN(c2ccc(N)c(N3CCN(C)CC3)c2)CC1 | -0.4 | -0.2 | 0.7 | -24 | 3 | / | 3.0 | 20 | 0.7 | -2 | 1.2 |
| 24 | CCN1CCN(C(=O)COc2ccc(S(=O)(=O)N(C)Cc3ccccc3)cc2)CC1 | -1.5 | -0.1 | 0.9 | 11 | -3 | -8 | 0.1 | 5 | 0.9 | 99* | 0.9 |
| 25 | COc1ccc(OCC(=O)N2CCN(C(C)C)CC2)cc1 | 0.8 | 0.0 | 1.1 | 6 | 11 | / | -0.2 | 0 | 1.1 | -3 | 0.9 |

Record cards, from the list above. Values in the order: DTT redox prof | Hsp70 act | PMI act hi M6P | Diaph inh CS | TLR4-MyD88 BLA | S1P3 antag | RAM network inh | G6PDH CS | PMI activator | L major viab | Diaph act CS
Record of O=C(CN1CCCCC1)c1ccc(OC(F)F)cc1 = 0.6 | -0.4 | 1.2 | 6 | -7 | -1 | -0.5 | -10 | 1.2 | 0 | 0.9
Record of CCN1CCN(C(=O)COc2ccc(S(=O)(=O)N(C)Cc3ccccc3)cc2)CC1 = -1.5 | -0.1 | 0.9 | 11 | -3 | -8 | 0.1 | 5 | 0.9 | 99* | 0.9

An excerpt from above in order of SMILES length, smallest number first.
| cpd | Molecule | DTT redox prof | Hsp70 act | PMI act hi M6P | Diaph inh CS | TLR4-MyD88 BLA | S1P3 antag | RAM network inh | G6PDH CS | PMI activator | L major viab | Diaph act CS |
| --- | --- | --- | --- | --- | --- | --- | --- | --- | --- | --- | --- | --- |
| 7 | OC12CCCCC1C(c1ccccc1)NCC2 (configuration not stated) | 1.5 | -0.1 | 1 | 15 | 0 | / | 1.4 | 16 | 1 | 11 | 0.8 |
| 6 | O=P1(NCc2ccco2)COc2ccccc2OC1 | 8.9 | -0.3 | 1 | -6 | -18 | -2 | 3.0 | 4 | 1 | -5 | 1.1 |
| 13 | Cc1ccc2ccccc2c1NC(=O)CNC1CCCCC1 | 3.3 | 0.0 | 1.1 | 6 | -3 | / | 0.5 | -1 | 1 | -2 | 0.9 |
| 14 | COP(=O)(OC)C(NC(C)=O)C(Cl)(Cl)Cl (configuration not stated) | 0.0 | 3.9 | 1.2 | 1 | 6 | -11 | -0.8 | 1 | 1.2 | -6 | 1 |
| 2 | Cc1ccc(-c2nc3ccccc3c(=O)n2-n2cccc2)cc1 | 0.2 | 0.2 | 1 | 8 | 12 | -8 | 6.3 | 0 | 1.1 | -1 | 0.9 |
| 21 | CC[n+]1c(/C=C/N(C)c2ccccc2)sc2ccc(Cl)cc21 | -3.1 | -0.5 | 0.9 | 7 | 12 | / | 0.9 | 9 | 0.9 | 100* | 0.9 |
| 1 | Cc1ccsc1C(=O)C1CCCN(Cc2ccc(-n3cccn3)cc2)C1 (configuration not stated) | 0.0 | -0.3 | 1 | 20 | -3 | 12 | 0.4 | 10 | 1 | -1 | 0.8 |
| 9 | CCOC(=O)C(O)(c1ccc(NC(=O)NC2CCCCC2)cc1)C(F)(F)F (configuration not stated) | 0.1 | 0.5 | 1 | 8 | -7 | / | 1.0 | 8 | 1.1 | -2 | 0.9 |
| 12 | CC1(C)C[C@H]2C=C(C=O)[C@]3(C=O)C[C@]3(C)[C@H]2C1 | 0.2 | -0.3 | 1.1 | 1 | 2 | 0 | -2.4 | 1 | 1.1 | 84* | 1 |
| 5 | O=C1NC(=O)N(Cc2ccco2)C(=O)/C1=C\c1cccn1CCOc1ccc(Cl)cc1 | 0.1 | 0.1 | 1.1 | 22 | -2 | -7 | 4.6 | -16 | 0.9 | -5 | 0.8 |
| 16 | COC(=O)C1=Nc2ccccc2/C1=C\c1c(O)n(-c2cc(OC)ccc2OC)c(=O)[nH]c1=O | -0.1 | -0.1 | 1 | 12 | 0 | 4 | -0.3 | 2 | 1 | -8 | 0.9 |
